Assay outcomes deposited in PubChem by several laboratories.
PriA SSB inh = K. pneumoniae PriA-SSBct interaction inhibition | 430,000 compounds, 0.6% hits | AID 1272365 | inhibition, % at 33 µM | AlphaScreen SSBct-PriA binding, biotinylated peptide; in the data active = inhibition mostly above about 37%, no sharp cut-off; inactive = mostly below about 20%;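 also: plate controls were negative control peptide for no effect and reference peptide for full effect; strong numbers were not always called active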
VHR inh abs = DUSP3 (human) phosphatase inhibition; P51452; AID 1654; inhibition, % at 13.3 µM; recombinant VHR phosphatase, pNPP absorbance; 290,000 compounds, 0.52% hits; in the data active = inhibition above about 50%; also: some compounds called inactive have numbers as strong as hits
Target sequence (P51452 whole entry, looked up): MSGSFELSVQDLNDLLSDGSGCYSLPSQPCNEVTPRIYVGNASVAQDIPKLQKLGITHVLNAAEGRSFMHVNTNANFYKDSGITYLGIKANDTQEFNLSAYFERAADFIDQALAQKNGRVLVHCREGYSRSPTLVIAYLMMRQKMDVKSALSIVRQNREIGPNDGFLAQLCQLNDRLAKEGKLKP
Rv3671c protease = Rv3671c (M. tuberculosis) protease inhibition. P9WHR9. inhibition, % at 5.96 µM. 320,000 compounds, 0.048% hits; in the data active = inhibition above about 38%;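 also: extracellular domain of Rv3671c used as enzyme; 0% = enzyme with DMSO and 100% = no enzyme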
Target sequence (P9WHR9 whole entry, looked up, the tested form may be a part): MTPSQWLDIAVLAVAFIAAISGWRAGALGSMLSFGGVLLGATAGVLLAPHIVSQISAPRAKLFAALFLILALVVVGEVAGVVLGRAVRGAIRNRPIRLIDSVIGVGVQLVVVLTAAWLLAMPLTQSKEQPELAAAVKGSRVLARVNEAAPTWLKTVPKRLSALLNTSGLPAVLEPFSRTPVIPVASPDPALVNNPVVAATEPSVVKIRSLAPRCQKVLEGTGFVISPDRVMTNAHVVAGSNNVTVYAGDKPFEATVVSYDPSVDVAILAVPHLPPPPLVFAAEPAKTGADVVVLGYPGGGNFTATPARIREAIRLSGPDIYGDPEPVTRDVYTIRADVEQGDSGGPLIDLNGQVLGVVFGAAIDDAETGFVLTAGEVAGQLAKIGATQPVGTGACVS
TcdB inh = inhibitors of Clostridioides difficile toxin B glycohydrolase. P18177. TcdB glycohydrolase enzymatic assay, plate reader. inhibition, % at 9.99 µM. 350,000 compounds, 0.24% hits. AID 652162; in the data active = inhibition above about 10%
Vc quorum ag = inducers of Vibrio cholerae quorum light production without autoinducers; activation, % at 18.7 µM; 350,000 compounds, 0.16% hits; V. cholerae BH1578 lux reporter, luminescence, 6 h; in the data active = activation mostly above about 9.7%, no sharp cut-off; also: not every result past the cut was called active; inactives centre near 0; reference of the scale not given here
CCHFV vOTU inh = blocks the CCHF virus ovarian tumor domain protease; CCHFV vOTU protease, Pep-AMC fluorescence; inhibition, % at 11.5 µM; 370,000 compounds, 0.55% hits; in the data active = inhibition above about 30%; also: 0% = vehicle wells with enzyme and 100% = no enzyme wells
Y pestis TopoI = inhibitors of Yersinia pestis topoisomerase I; Y. pestis Topo-I cleavage product accumulation, plate reader; activity, % at 10 µM; 360,000 compounds, 0.064% hits; in the data active = activity above about 50%, passing the limit was not always enough; also: inactives centre near 2
SARS 3CLpro inh = SARS-CoV 3CLpro protease inhibition; recombinant SARS-CoV 3CLpro, quenched FRET peptide cleavage; inhibition, % at 6 µM; 290,000 compounds, 0.14% hits; AID 1706; in the data active = inhibition above about 12%
MazEF act = activators of E. coli MazEF toxin-antitoxin RNase; P0AE70; FAM/BHQ RNA-DNA oligo cleavage fluorescence, 5 h; activation, % at 20 µM; 350,000 compounds, 0.32% hits; AID 504720; in the data active = activation above about 50%
Target sequence (P0AE70 whole entry, looked up): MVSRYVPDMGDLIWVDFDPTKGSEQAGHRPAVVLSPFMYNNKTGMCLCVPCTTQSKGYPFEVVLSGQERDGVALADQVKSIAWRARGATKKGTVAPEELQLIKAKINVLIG
PrPC surface inh = inhibitors of human cell surface prion protein PrPC | P04156 | TR-FRET read-out | inhibition, % at 13.8 µM | 370,000 compounds, 0.43% hits | AID 720596; in the data active = inhibition above about 24%; also: 0% = median of the test wells and 100% = reference compound wells
An asterisk follows results filed as active; i = inactive; · = not tested or not shown. An excerpt; count on the stated rates, not on these rows.

Compound | PriA SSB inh | VHR inh abs | Rv3671c protease | TcdB inh | Vc quorum ag | CCHFV vOTU inh | Y pestis TopoI | SARS 3CLpro inh | MazEF act | PrPC surface inh
CC(C)CN(C(=O)COC(=O)Cc1c[nH]c2ccccc12)c1c(N)n(Cc2ccccc2)c(=O)[nH]c1=O | -4 | · | 4 | 0.8 | i | 10 | 20 | · | 3 | 3
COc1ccccc1CNc1cc(C)ccn1 | -13 | 47 | 2 | 1.1 | -1.3 | -8 | 8 | 0 | 7 | 10
Nc1nc2c3ccccc3nc(C3CC3)n2n1 | -7 | 0 | -2 | · | 0.2 | 2 | 0 | -6 | -6 | -5
O=c1nc2n(c3c4c(sc13)CCC4)CCC2 | -6 | 24 | 10 | · | i | 3 | -6 | -8 | 6 | 6
O=C(O)c1ccc2c(c1)C(=O)N(c1ccc(OCc3ccccc3)cc1)C2=O | -4 | 15 | 4 | 2.7 | i | -1 | 1 | 1 | 6 | 6
S=C(NCCN1CCOCC1)Nc1ccc(Cl)cc1 | -8 | -4 | -16 | · | 0.1 | -3 | 1 | -6 | 6 | -5
Brc1ccc(OCc2nnc3n2CCC3)cc1 | 3 | 13 | -5 | 0.6 | -0.2 | 11 | 3 | 0 | 4 | -3
CC(C)(C)c1ccc(OCc2ccc(C(=O)N3CCOCC3)o2)cc1 | -3 | 6 | -6 | 2.4 | -0.5 | 18 | 26 | 2 | -12 | 15
O=C(C=CC=Cc1ccccc1)c1ccc([N+](=O)[O-])cc1 | · | · | · | 0.1 | -0.1 | -5 | -7 | · | -6 | -2
O=C(Nc1c(Cl)cc(Cl)cc1C(=O)NCc1cccnc1)c1ccc(Cl)cc1Cl | -8 | 37 | 16 | · | 1.8 | 1 | 4 | -4 | -22 | 5
O=C(N/N=C/c1cn(-c2ccccc2)nc1-c1cc2ccccc2o1)c1c[nH]c2ccccc12 | · | 8 | -182 | -0.1 | i | 0 | 2 | 4 | -11 | 16
Cc1cccc(N2N=C(C(=O)O)CCC2=O)c1 | -3 | -16 | -1 | 1.5 | i | -1 | -1 | 0 | -5 | 7
O=C(NCc1ccc(F)cc1)C1CCN(C(=O)Nc2ccc(F)cc2)CC1 | 5 | 11 | 8 | -2.6 | -0.6 | 15 | 7 | 5 | 1 | -1
O=C(COc1ccc2ccccc2c1Br)NC(=S)Nc1cccc(CO)c1 | -13 | -2 | -11 | · | -0.3 | 5 | 23 | 1 | -8 | 61*
CSCC[C@H](NC(=O)CCCn1nnc2ccccc2c1=O)C(=O)O | -5 | 18 | -10 | -0.2 | -2.1 | 19 | 1 | -1 | 12 | 3
CCSc1nnc(NC(=O)C2Cc3ccccc3CN2S(=O)(=O)CC)s1 (stereo not given) | 9 | -7 | 0 | 1.9 | -0.2 | -11 | 8 | 6 | -3 | -3
COc1ccc(C)cc1NC(=O)COC(=O)c1ccc2ccccc2n1 | -13 | · | 3 | 1.3 | 0.6 | -6 | 21 | · | 10 | 6
Cc1ccc2c(CN(C)Cc3cccc(F)c3)cc(=O)oc2c1C | -6 | · | -6 | 1.4 | -0.6 | 5 | 44 | 2 | 1 | -3
NC(=O)CCn1c(C(=O)c2ccc(Cl)cc2)c2ccccc2[n+]1[O-] | -18 | -22 | -3 | · | -1.4 | -2 | 8 | 46* | 1 | -12
Cc1c(F)cccc1NS(=O)(=O)c1ccc(OCCNS(C)(=O)=O)cc1 | -4 | -11 | -6 | 2.1 | i | 4 | 0 | 2 | 1 | 11

12 entries out of the list, ordered by number of heavy atoms, largest number first.
Compound | PriA SSB inh | VHR inh abs | Rv3671c protease | TcdB inh | Vc quorum ag | CCHFV vOTU inh | Y pestis TopoI | SARS 3CLpro inh | MazEF act | PrPC surface inh
CC(C)CN(C(=O)COC(=O)Cc1c[nH]c2ccccc12)c1c(N)n(Cc2ccccc2)c(=O)[nH]c1=O | -4 | · | 4 | 0.8 | i | 10 | 20 | · | 3 | 3
O=C(N/N=C/c1cn(-c2ccccc2)nc1-c1cc2ccccc2o1)c1c[nH]c2ccccc12 | · | 8 | -182 | -0.1 | i | 0 | 2 | 4 | -11 | 16
O=C(Nc1c(Cl)cc(Cl)cc1C(=O)NCc1cccnc1)c1ccc(Cl)cc1Cl | -8 | 37 | 16 | · | 1.8 | 1 | 4 | -4 | -22 | 5
O=C(O)c1ccc2c(c1)C(=O)N(c1ccc(OCc3ccccc3)cc1)C2=O | -4 | 15 | 4 | 2.7 | i | -1 | 1 | 1 | 6 | 6
O=C(COc1ccc2ccccc2c1Br)NC(=S)Nc1cccc(CO)c1 | -13 | -2 | -11 | · | -0.3 | 5 | 23 | 1 | -8 | 61*
COc1ccc(C)cc1NC(=O)COC(=O)c1ccc2ccccc2n1 | -13 | · | 3 | 1.3 | 0.6 | -6 | 21 | · | 10 | 6
CC(C)(C)c1ccc(OCc2ccc(C(=O)N3CCOCC3)o2)cc1 | -3 | 6 | -6 | 2.4 | -0.5 | 18 | 26 | 2 | -12 | 15
Cc1ccc2c(CN(C)Cc3cccc(F)c3)cc(=O)oc2c1C | -6 | · | -6 | 1.4 | -0.6 | 5 | 44 | 2 | 1 | -3
O=C(C=CC=Cc1ccccc1)c1ccc([N+](=O)[O-])cc1 | · | · | · | 0.1 | -0.1 | -5 | -7 | · | -6 | -2
S=C(NCCN1CCOCC1)Nc1ccc(Cl)cc1 | -8 | -4 | -16 | · | 0.1 | -3 | 1 | -6 | 6 | -5
COc1ccccc1CNc1cc(C)ccn1 | -13 | 47 | 2 | 1.1 | -1.3 | -8 | 8 | 0 | 7 | 10
O=c1nc2n(c3c4c(sc13)CCC4)CCC2 | -6 | 24 | 10 | · | i | 3 | -6 | -8 | 6 | 6

Other results.
Compound | PriA SSB inh | VHR inh abs | Rv3671c protease | TcdB inh | Vc quorum ag | CCHFV vOTU inh | Y pestis TopoI | SARS 3CLpro inh | MazEF act | PrPC surface inh
CC1CCN(CCCNS(=O)(=O)c2cc(Br)cc3c2N(C(=O)C2CC2)CC3)CC1 | -9 | 45 | 3 | -0.8 | i | -6 | 2 | 4 | 10 | 2
Cc1nn(Cc2ccc(C(=O)Nc3nc4c(C)cccc4s3)o2)c(C)c1Br | -4 | 30 | -15 | · | 0.5 | 13 | -5 | -1 | -3 | -1
CCOc1ccc(OCCC(=O)Nc2ccccc2C(=O)NC2CC2)cc1 | · | · | · | 1.8 | -0.7 | -2 | 6 | · | -6 | 3
COc1cc(C(=O)NCCC2=CCCCC2)ccc1OC1CCN(C(C)=O)CC1 | 8 | 10 | -1 | -3.8 | -0.1 | 7 | 20 | 2 | 8 | 8
Cc1cc(=O)c(C(=O)O)nn1-c1ccc(Cl)cc1 | 1 | 17 | -14 | 1.9 | -0.6 | 0 | 3 | 7 | 1 | 5
CCOC(=O)c1cc(S(=O)(=O)N2CC(C)CC(C)C2)cn1C (stereo not given) | -4 | -9 | -5 | 1.6 | -0.5 | 18 | -7 | 0 | -1 | 5
O=S(=O)(NCc1cc(-c2ccc(Cl)cc2)no1)c1ccccc1 | -5 | 31 | -1 | · | · | 12 | 2 | 0 | 11 | 3
O=C(CC1Oc2ccccc2NC1=O)NCc1ccc(Cl)cc1 (stereo not given) | -7 | -13 | 7 | 0.1 | -0.4 | 0 | 9 | -5 | 2 | -5
COC(=O)Cn1cc(C(=O)OC)c2ccccc21 | -2 | -5 | -5 | · | 0.4 | 6 | -4 | -4 | -3 | -1
Nc1nc(NCCCN2CCOCC2)nc(Nc2ccccc2)c1[N+](=O)[O-] | 1 | 2 | -7 | · | i | 8 | 1 | 2 | 4 | -17
COc1ccccc1N1CCNCC1 | -5 | -1 | 3 | 1.8 | i | 1 | 3 | · | 2 | 4
CC(C)OCCCn1c(SC(C)C(=O)NCC2CCCO2)nc2cc(Cl)ccc2c1=O (stereo not given) | 0 | · | 0 | 1.9 | -5.3 | -1 | 21 | · | 2 | 4
O=[N+]([O-])c1cccc(CN2CCC(Cc3ccccc3)CC2)c1 | -2 | -7 | 4 | 0.8 | -0.4 | 4 | 2 | -2 | -5 | 2
Cc1ccc(F)cc1NC(=O)CN1C(=O)NC(C)(c2ccc3c(c2)OCCO3)C1=O (stereo not given) | 7 | · | -9 | 0.5 | 0.7 | 13 | -1 | · | 5 | 6
O=C(Nc1ccc(F)cc1)Nc1cccnc1 | -8 | 2 | · | 1.5 | -5.6 | 16 | 1 | -1 | 5 | 11
c1ccc(-c2nnc(N3CCCC3)nc2-c2ccccc2)cc1 | -15 | 15 | · | -0.6 | i | 4 | 0 | -8 | 4 | -10
O=C(CCCOc1ccccc1)Nc1nc2ccccc2[nH]1 | -2 | -11 | -5 | 0.1 | i | 3 | 4 | -4 | 7 | 8
CC(=O)c1ccc(N2CCN(C(=O)C3CCCN(S(=O)(=O)c4c(C)[nH]c(=O)[nH]c4=O)C3)CC2)cc1 (stereo not given) | -18 | 13 | 5 | 0.5 | -0.1 | -11 | 9 | -1 | 15 | -5
O=C(NNc1ccccc1C(F)(F)F)c1cccs1 | -12 | -15 | -13 | -4.9 | i | -8 | -6 | 3 | 6 | 11
CC(=O)Nc1nc(CC(C)C)cc(-c2ccco2)c1C#N | 1 | 4 | -2 | · | 1.4 | -17 | -9 | 3 | 0 | 4
CC(C)N1CCN(Cc2ccc(OC3CCCC3)cc2)CC1CCO (stereo not given) | -4 | -3 | 4 | 0.1 | -0.7 | 3 | 9 | -3 | 14 | -3
O=C(O)c1ccc(/C=C/c2ccc3cccc(O)c3n2)cc1 | -8 | 15 | · | 0.0 | 0.6 | 16 | -3 | 0 | 3 | -19
O=C(C1CCCN(Cc2nc(-c3cccs3)no2)C1)N1CCOCC1 (stereo not given) | -1 | 16 | 6 | -1.1 | 0.1 | 5 | -11 | 3 | 5 | -8
CCC(C)c1ccccc1OCCOCCN1CCCC1 (stereo not given) | -7 | 4 | -7 | · | -0.2 | 16 | 1 | 4 | 9 | -2
Fc1cccc2sc(Nc3nnc(-c4ccccc4)o3)nc12 | -3 | 9 | 0 | · | 3.1 | 19 | -9 | -1 | -1 | 5
O=C(O)c1cc2ccc3ccccc3c2[nH]1 | 1 | 6 | -9 | 1.7 | i | -13 | 0 | 5 | -1 | 2
CC1(C)SC(=S)N(/N=C/c2cccnc2)C1N(O)C(=O)NC1CCCCC1 (stereo not given) | i | 13 | -2 | 2.3 | -0.4 | 3 | 3 | 1 | 5 | -2
CC1CCC2(CC1)NC(=O)N(CC(=O)Nc1ccc(F)cc1)C2=O (stereo not given) | -2 | · | -6 | 1.0 | -2.7 | 4 | 4 | · | -11 | 4
Cc1nc(C)c(C(=O)NNC(=O)c2ccc(Br)cc2)s1 | -7 | -3 | -3 | 0.7 | 3.4 | 0 | -2 | 5 | 5 | 5
COc1ccc(CNC(=O)CCS(=O)(=O)c2cc3c(cc2Cl)NC(=O)CO3)cc1 | -12 | 13 | -5 | -3.9 | -0.3 | -5 | -2 | 1 | -5 | 4

Random excerpt: two compounds from above
Compound | PriA SSB inh | VHR inh abs | Rv3671c protease | TcdB inh | Vc quorum ag | CCHFV vOTU inh | Y pestis TopoI | SARS 3CLpro inh | MazEF act | PrPC surface inh
CC1CCC2(CC1)NC(=O)N(CC(=O)Nc1ccc(F)cc1)C2=O (stereo not given) | -2 | · | -6 | 1.0 | -2.7 | 4 | 4 | · | -11 | 4
CC1(C)SC(=S)N(/N=C/c2cccnc2)C1N(O)C(=O)NC1CCCCC1 (stereo not given) | i | 13 | -2 | 2.3 | -0.4 | 3 | 3 | 1 | 5 | -2

(continued)
Compound | PriA SSB inh | VHR inh abs | Rv3671c protease | TcdB inh | Vc quorum ag | CCHFV vOTU inh | Y pestis TopoI | SARS 3CLpro inh | MazEF act | PrPC surface inh
Cc1occc1C(=O)NNC(=O)NC12CC3CC(CC(C3)C1)C2 | 5 | 18 | 15 | · | · | 7 | -1 | 1 | 2 | 6
CCc1nc(SCC(=O)Nc2ccccc2C)n[nH]1 | -6 | 14 | -6 | 1.6 | i | -1 | 5 | 1 | -2 | 0
CCOc1ccc(C(=O)OCC(=O)NCC2CCCO2)cc1 (stereo not given) | 7 | · | -9 | 1.8 | i | -5 | -1 | · | -2 | 0
Nc1ccc(NS(=O)(=O)c2ccccc2)cc1 | -6 | 32 | -1 | -8.0 | -0.3 | 0 | -7 | -1 | 2 | 0
CCC1ON(c2ccccc2)C2c3nc4ccccc4n3CC12 (stereo not given) | -9 | 0 | -2 | 1.1 | 0.7 | -1 | -1 | · | 0 | 0
